# PP1 counter – PP1-alpha phosphatase inhibitors, primary screen, counter-screen for PP5 inhibitor project, biochemical, fluorescence, OMFP substrate, single point. Serine/threonine-protein phosphatase PP1-alpha catalytic subunit (Homo sapiens), P62136. purified PP1alpha. inhibition, % at 6.7 µM. 320,000 tested, 0.9% active. AID 2235, 2010;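 active means inhibition above the mean inhibition of all tested compounds plus 3 SD, computed separately for each screening campaign, cut at about 15% in these data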
# Target sequence (P62136 whole entry, looked up): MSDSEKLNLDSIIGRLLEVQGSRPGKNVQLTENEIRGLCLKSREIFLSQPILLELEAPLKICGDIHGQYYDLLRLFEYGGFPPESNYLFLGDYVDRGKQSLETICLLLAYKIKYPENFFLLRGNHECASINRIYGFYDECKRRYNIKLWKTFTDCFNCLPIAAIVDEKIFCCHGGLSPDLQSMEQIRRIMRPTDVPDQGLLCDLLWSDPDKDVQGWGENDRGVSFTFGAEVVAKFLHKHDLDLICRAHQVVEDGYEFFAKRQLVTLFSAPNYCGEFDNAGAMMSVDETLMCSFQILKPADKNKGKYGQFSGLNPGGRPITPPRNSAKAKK
# GRK2 aptamer HTS – compounds blocking aptamer binding on GRK2 – biochemical, human GRK2, bead flow cytometry, HTS, primary screen; Beta-adrenergic receptor kinase 1 (Homo sapiens), P25098; FAM-aptamer displacement from GRK2; inhibition of aptamer binding, % at 10 µM; 330,000 tested, 0.59% active; AID 488847, 2010;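 active means inhibition of aptamer binding above 40%, roughly 3 SD of noise, on plates passing a quality check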;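 further: median bead fluorescence of bound FAM aptamer so fluorescent compounds give negative values; no value below 0 was filed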
# CTSL1 counter – Fasciola hepatica cathepsin L1 inhibitors, primary screen, counter-screen for PFM18AAP inhibitor project, biochemical, QFRET, fluorogenic peptide substrate; 300,000 tested, 0.49% active; inhibition, % at 5.96 µM; AID 1906, 2009; recombinant F. hepatica cathepsin L1, Z-Leu-Arg-MCA fluorescence;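 active means inhibition above the mean of all tested compounds plus 3 SD, set per screening campaign, cut at about 17% in these data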;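 further: 0% = plate median of test compound wells and 100% = 1 µM Z-Phe-Ala-diazomethylketone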
# proCasp3 act – activators of human procaspase-3 D3A mutant, primary screen, biochemical, absorbance, PC-3 D3A mutant, single concentration | Caspase-3 (Homo sapiens), P42574 | recombinant procaspase-3 D3A, Ac-DEVD-pNA absorbance 405 nm | activation, % at 8.5 µM | 330,000 tested, 0.11% active | AID 463141, 2010;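 active means activation above the mean of all tested compounds plus 3 SD, cut at about 21% in these data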;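 further: 0% = DMSO alone and 100% = DMSO wells spiked with extra 5 µM PC-3 D3A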
#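 Test system: Procaspase-3 D3A mutant; medium: Zinc-free HEPES/NaCl buffer with 0.01% Triton X-100 at pH 7.4; reagent: DEVD-pNA substrate; doses: one concentration, 8.5 µM nominal, 0.8% DMSO; times: 1 h preincubation plus 2 h reaction at 25 °C; signal: Epi-absorbance at 405 nm of released p-nitroaniline, 0 and 120 min; replicates: singlicate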
# PP5 primary – PP5 phosphatase inhibitors, primary screen, biochemical, fluorescence; 320,000 tested, 0.18% active; Serine/threonine-protein phosphatase 5 (Homo sapiens), P53041; inhibition, % at 6.7 µM; purified PP5c, OMFP substrate fluorescence; AID 1987, 2009;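 active means inhibition above the campaign's mean inhibition across all tested compounds plus 3 SD, cut at about 9.5% in these data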;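 further: 0% = DMSO only and 100% = 100 µM cantharidin control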
# procasp7 counter – procaspase-7 activators, primary screen, counter-screen for procaspase-3 activator project, biochemical, absorbance, HTS, human | 330,000 tested, 0.093% active | Caspase-7 (Homo sapiens), P55210 | recombinant procaspase-7, Ac-DEVD-pNA absorbance 405 nm; D23A/D198A/D206A triple mutant, cannot self-cleave; scale: DMSO 0, 5 µM enzyme 100 | activation, % at 8.5 µM;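 active means percent activation above the screen-wide mean plus 3 SD, cut at about 25% in these data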
# Target sequence (P55210 whole entry D23A/D198A/D206A): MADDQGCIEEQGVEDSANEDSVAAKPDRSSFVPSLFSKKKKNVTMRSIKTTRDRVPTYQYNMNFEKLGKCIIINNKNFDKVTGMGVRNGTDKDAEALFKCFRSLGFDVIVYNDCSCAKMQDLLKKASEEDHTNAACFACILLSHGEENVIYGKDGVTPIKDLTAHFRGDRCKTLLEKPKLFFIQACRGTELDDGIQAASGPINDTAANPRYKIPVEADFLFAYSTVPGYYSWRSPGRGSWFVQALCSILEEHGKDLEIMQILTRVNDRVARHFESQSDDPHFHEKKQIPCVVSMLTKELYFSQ
#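 buffer or medium = Zinc-free HEPES/NaCl buffer, pH 7.4 | material = Procaspase-7 triple mutant (PC-7 D3A) | input = 2 µM procaspase-7 mutant as dispensed | signal = Epi-absorbance of released pNA at 405 nm, two timepoints | timing = 1 h preincubation, 2 h reaction | replicates = singlicate compound testing | evaluation = % activation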
# JMJD2C inh – inhibitors of GASC-1 histone demethylase, primary screen, biochemical, fluorescence, DELFIA europium; Lysine-specific demethylase 4C (Homo sapiens), Q9H3R0; GST-JMJD2C(1-420) H3K9me3 demethylation; inhibition, % at 2.35 µM; 330,000 tested, 0.069% active;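 active means more than half of a compound's replicate wells show inhibition beyond 50%, single wells judged on their own value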;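 further: signal counts dimethyl H3K9 product captured on neutravidin plate; 0% = median of DMSO wells and 100% = 0.3 times that DMSO median; strong numbers were not always called active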
# Target sequence (Q9H3R0 1-420 limits assumed): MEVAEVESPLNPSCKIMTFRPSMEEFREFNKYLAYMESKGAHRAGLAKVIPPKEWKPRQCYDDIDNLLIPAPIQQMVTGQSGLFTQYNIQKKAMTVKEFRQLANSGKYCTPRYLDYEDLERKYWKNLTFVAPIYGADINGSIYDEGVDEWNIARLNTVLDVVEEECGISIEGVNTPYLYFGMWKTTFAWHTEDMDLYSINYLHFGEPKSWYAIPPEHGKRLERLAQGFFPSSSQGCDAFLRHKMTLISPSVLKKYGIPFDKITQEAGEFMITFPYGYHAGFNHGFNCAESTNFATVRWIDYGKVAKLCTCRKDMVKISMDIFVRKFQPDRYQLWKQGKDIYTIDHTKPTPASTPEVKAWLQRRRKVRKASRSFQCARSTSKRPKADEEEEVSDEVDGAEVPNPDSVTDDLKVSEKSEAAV
# HCV core dimer – inhibitors of HCV core protein dimerization, primary screen, biochemical, TR-FRET, high-throughput; TR-FRET GST/Flag-core106 dimerization, 1536-well; inhibition, % at 5 µM; 300,000 tested, 0.33% active; AID 1899, 2009;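 active means inhibition above the mean of all tested compounds plus 3 SD, set per screening campaign, cut at about 45% in these data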
#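 System: GST/Flag-tagged HCV core106 proteins. Incubation: compound-protein-antibody incubation 4 h at 22.5 °C. Technique: HTRF with 340 nm excitation, 617/671 nm emission. Medium: KF-containing HEPES buffer, pH 7.45, DTT, CHAPS, BSA. Read-out: inhibition (%) from 671 over 617 nm ratio. Also added: Eu(K)-anti-GST 90 ng/mL plus XL665-anti-Flag 1 µg/mL.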
# VLA-4 inh – inhibition in human VLA-4 binding assay, primary screen, VLA-4 allosteric modulator project, MLPCN library, flow cytometry, VLA-4 expressing cells. Integrin alpha-4 (Homo sapiens), P13612. ligand binding flow cytometry. inhibition, % (about 7 µM as worked out from the volumes in the protocol). 330,000 tested, 0.2% active; in the data active means inhibition above about 50%
# Active calls of the source: *; x = not tested or not shown; & = joins results of further samples.
SMILES,PP1 counter,GRK2 aptamer HTS,CTSL1 counter,proCasp3 act,PP5 primary,procasp7 counter,JMJD2C inh,HCV core dimer,VLA-4 inh
O=C(Nc1ccccc1C(=O)Nc1ccc2c(c1)OCO2)c1ccco1,4,0,-4,-5,2.8,7,-14,-1,4
Cc1cc2nc(-c3cccc(NC(=O)c4ccc(Br)o4)c3C)oc2cc1C,3,3,18*,5,0.9,-6,-9,-6,-16
O=C(NCCc1ccccc1)c1cc(=O)c2ccccc2o1,-5,0,-1,1,2.1,12,13,4,4
O=C(NCC(c1ccco1)N1CCc2ccccc2C1)c1ccccc1 (centres undefined),-3,1,3,5,-0.1,8,4,0,14
Cc1ccc2oc(=O)c(/C=C(\O)c3sc(C)nc3C)nc2c1,-1,2,-2,-8,1.5,-6,13,-5,-9
COc1cc(Cl)c(NC2=CC(=O)C(=O)c3ccccc32)c(OC)c1,-1,4,x,3,4.9,-1,35,x,-27
O=C(CSc1nnc(COc2cccc3cccnc23)o1)c1ccc(F)cc1,1,0,5,7,1.6,0,-1,0,-6
Oc1cccc(Nc2nc(NCC3CCCO3)c3ccccc3n2)c1 (centres undefined),9,0,8,-5,-4.8,3,1,-1,-19
CC(=O)CCc1ccc(OCC(O)CNC2CCCc3ccccc32)cc1 (centres undefined),3,0,5,4,-0.2,5,-6,-6,1
CN(C)C(=O)CSc1nnc(Cc2ccccc2)n1CC1CCCO1 (centres undefined),-2,3,0,-2,-0.5,-1,x,-8,6
Cc1c(C(=O)N2CCCC2)oc2c1-c1nn(CC(=O)NCCCOC(C)C)cc1CC2,3,4,-4,-3,0.9,-10,-15,-11,2
O=C(NCc1ccccc1)C(c1ccccc1)N(C(=O)c1csnn1)c1ccc(F)cc1 (centres undefined),4,1,3,7,-0.1,-3,2,3,8
Cc1nc(SCCOc2ccccc2F)[nH]c(=O)c1Cc1ccccc1,1,0,5,2,-3.5,-1,x,18,8
CC1CN(C(=O)CCC(=O)NCc2ccc(F)cc2)c2ccccc2S1 (centres undefined),-1,0,1,3,2.6,-3,-18,-5,19
C#CCOCCOCCOCCNc1nc(N2CCN(C(=O)[C@H]([C@@H](C)O)n3cc(CCCCN)nn3)CC2)nc(N2CCN(C(=O)[C@H](CCCCN)n3cc(CCC(=O)O)nn3)CC2)n1,-4,0,-2,-10,-0.9,-10,x,7,-9
COc1ccc(NS(=O)(=O)c2cc(NC(=O)C3CC3)ccc2N2CCOCC2)cc1,-1,0,-4,6,0.9,3,2,11,8
COc1ccc(CNc2nc3nc(C)cc(C)n3n2)cc1,-2,0,-2,14,0.0,3,-2,-3,6
O=C(NCCc1ccccc1)c1cccs1,-2,3,-2,-7,-1.0,-1,-33,-4,1
CC1CCCCC1NC(=O)CCNS(=O)(=O)c1cc(Br)cnc1N (centres undefined),-3,0,2,3,3.4,3,-4,2,1
COC(=O)c1ccc(NC(=O)Nc2ccc3c(c2)nc(C)n3C)cc1,-1,0,3,-3,0.4,3,-6,-1,3
CCN(CC)c1cc(C)c2cc(NC(=O)c3ccc(Br)o3)ccc2n1,-1,3,-1,-4,4.6,-7,1,3,2
COc1cc(NC(=O)CN(c2cc(C)cc(C)c2)S(=O)(=O)c2c(C)[nH]c(=O)[nH]c2=O)cc(OC)c1,-2,0,4,2,1.7,1,11,10,0
C=CCn1c(=S)[nH]c2sc3c(c2c1=O)CCCC3,3,1,0,0,3.7,2,-3,2,4
NC(=O)CC(NC(=O)Cc1cccc2ccccc12)c1ccc(N2CCCCCCC2)c([N+](=O)[O-])c1 (centres undefined),8,0,0,7,4.1,5,2,15,-3
NS(=O)(=O)c1ccc(N2CCN(C(=O)c3ccco3)CC2)nc1,x,0,x,-3,x,-13,1,x,-2
COc1cccc2c1Oc1ncccc1N(C(=O)CCC(=O)NCc1ccc(F)cc1)C2,-6,4,5,-8,-2.0,9,3,-5,-3
O=C(CCNS(=O)(=O)c1ccccc1)N1CCN(c2ccccc2)CC1,-1,2,2,-5,4.7,4,-6,1,15
CCOCc1nnc(NC(=O)c2ccc(OC)cc2)s1,-2,1,2,6,-1.0,0,33,-3,-7
CCOC(=O)C(c1ccccc1)C(Nc1ccccc1)c1ccccn1 (centres undefined),-3,1,-1,-13,-0.7,-2,7,7,-11
Cc1ccc(-c2nnc(SCC(=O)NNC(=O)COc3cccc4ccccc34)n2C)cc1,-6,3,-1,-3,1.6,1,-8,-1,24
O=C(C1COc2ccccc2O1)N1CCn2c(nc3ccccc32)C1 (centres undefined),2,0,1,10,0.8,-2,-1,0,-21
COc1ccc(-n2nc3c(N4CCC(C(=O)N5CCCCCC5)CC4)nnc(C)c3c2C)cc1,7,1,28*,3,0.8,-9,-3,-4,-19
CCOC(=O)C1(CC2CCCCO2)CCN(C(=O)NCc2ccccc2)CC1 (centres undefined),-2,1,5,3,-8.0,-3,7,1,-12
Cc1ccc(C(=O)Nc2ncccc2C)cc1S(=O)(=O)N1CCCCC1,-5,0,-2,17,0.6,6,4,-1,10
CCN(CC)C(=O)Cn1cc(S(=O)(=O)CC(=O)N2CCCCCC2)c2ccccc21,-1,3,-13,5,-1.6,1,0,-3,3
OC(CN1CCN(c2ccc(F)cc2)CC1)c1ccc(Cl)cc1 (centres undefined),-1,0,-2,5,3.0,2,4,4,3

# Random excerpt: 2 compounds from above
SMILES,PP1 counter,GRK2 aptamer HTS,CTSL1 counter,proCasp3 act,PP5 primary,procasp7 counter,JMJD2C inh,HCV core dimer,VLA-4 inh
NS(=O)(=O)c1ccc(N2CCN(C(=O)c3ccco3)CC2)nc1,x,0,x,-3,x,-13,1,x,-2
CCOC(=O)C(c1ccccc1)C(Nc1ccccc1)c1ccccn1 (centres undefined),-3,1,-1,-13,-0.7,-2,7,7,-11

# An excerpt from above in order of formula weight, high to low:
SMILES,PP1 counter,GRK2 aptamer HTS,CTSL1 counter,proCasp3 act,PP5 primary,procasp7 counter,JMJD2C inh,HCV core dimer,VLA-4 inh
CCOC(=O)C1(CC2CCCCO2)CCN(C(=O)NCc2ccccc2)CC1 (centres undefined),-2,1,5,3,-8.0,-3,7,1,-12
CCOC(=O)C(c1ccccc1)C(Nc1ccccc1)c1ccccn1 (centres undefined),-3,1,-1,-13,-0.7,-2,7,7,-11
OC(CN1CCN(c2ccc(F)cc2)CC1)c1ccc(Cl)cc1 (centres undefined),-1,0,-2,5,3.0,2,4,4,3

# Next results follow.
SMILES,PP1 counter,GRK2 aptamer HTS,CTSL1 counter,proCasp3 act,PP5 primary,procasp7 counter,JMJD2C inh,HCV core dimer,VLA-4 inh
COC(=O)Cc1c(C)c2ccc(OCC(=O)c3ccc(OC)c(OC)c3)cc2oc1=O,-1,0,4,1,-1.2,3,0,-3,-39
CC(C)C(=O)N1CCN(c2ccccc2NC(=O)COc2ccccc2)CC1,-2,0,2,8,-1.0,5,3,4,1
CCn1c(=O)cc(SCC(=O)Nc2cccc(C)n2)c2ccccc21,3,0,1,1,3.0,4,-6,-8,24
O=C(Cc1ccccc1)Nc1ccccc1C(=O)O,1,3,-6,13,-0.6,0,-9,2,12
COc1cc2c(cc1OC)C1=NC(=O)CN1C(SCc1ccccc1C)=N2,9,0,2,-1,2.6,2,-8,6,-9
COc1ccc(NC(=O)Nc2cccc3c2O[C@H](CN(C)C(=O)Nc2c(C)noc2C)[C@@H](C)CN([C@H](C)CO)C3=O)cc1,x,0,x,4,x,4,x,x,0
CCn1ncc(Cl)c1C(=O)NC(=S)Nc1c(C)cc(C)cc1[N+](=O)[O-],-4,4,-11,-12,1.2,-9,-10,-11,-2
N#Cc1c(N)nc(-c2ccccc2)nc1-c1ccccc1,7,4,2,6,2.8,-1,-4,-15,9
CN(C)c1nc(=S)nc(NCc2ccccc2)[nH]1,-3,2,1,-5,-2.4,-12,-30,1,-9
COCCN(C(=O)CC1OC(=O)c2ccccc21)c1c(N)n(Cc2ccccc2)c(=O)[nH]c1=O (centres undefined),-3,0,x,4,-1.0,8,x,x,6
Cc1ccccc1Nc1nc(N)nc(COC(=O)c2cccc(S(=O)(=O)N(C)c3ccccc3)c2)n1,1,2,-5,0,4.6,2,2,-1,3
O=C(NCc1ccccc1OC(F)(F)F)C1CCC(=O)N(Cc2ccccn2)C1 (centres undefined),0,0,0,-6,-1.0,13,6,4,6
Cc1ccccc1NC(=O)c1ccc2c(O)c(S(=O)(=O)c3ccccc3)c(=O)[nH]c2c1,2,0,2,-5,0.2,-3,-22,0,0
CN1CCN(CC#CC(C)(O)C2CC3C=CC2C3)CC1 (centres undefined),-2,0,-5,7,-1.5,-1,-20,-6,1
CC(C)(C)c1cc(N/C=C\c2nnnn2-c2ccc(Br)cc2)no1,3,4,2,-3,-1.4,-2,1,10,-3
O=C(Cn1cnc2sc3c(c2c1=O)CCCC3)NCC(=O)Nc1ccccc1F,-4,1,0,2,2.4,-2,3,3,13
Clc1ccc(Cc2nnc(-c3cccs3)o2)cc1,-4,0,0,7,-1.3,-9,-2,-3,-5
Cc1csc2ncc(C(=O)NCc3ccc4c(c3)OCO4)c(=O)n12,0,2,5,-3,0.9,5,0,22,2
COc1ccc(C)cc1NC(=O)NNC(=O)C(C)Oc1ccc(F)cc1Cl (centres undefined),-2,2,1,-7,-0.3,4,5,-6,5
C(/C=C/C=C/Nc1ccccc1)=Nc1ccccc1,-4,1,-1,1,1.0,7,1,-1,2
Cc1nc2sc(C(c3ccc(Cl)cc3)N3CCN(CCO)CC3)c(O)n2n1 (centres undefined),1,0,4,1,-1.1,4,0&1,2,1
O=C(NCC(c1ccc(F)cc1)N1CCOCC1)c1cccc(Br)c1 (centres undefined),-5,0,-6,-3,-1.8,8,-5,2,16
CCc1nnc(NC(=O)CSc2ncnc3scc(-c4ccc(C)cc4)c23)s1,0,3,-1,7,2.7,-3,1,1,21
COC(=O)c1ccc(-n2nnnc2SCC(=O)NCc2cccc(C(=O)O)c2)cc1,-1,0,4,-3,2.1,4,x,-4,5
COc1cc(C2C3C(C)N(C)C(=O)N(C)C3N(C)C(=O)N2C)ccc1O (centres undefined),-4,0,1,9,2.5,5,-5,-4,0
